# Screening data: PubChem BioAssay, several laboratories
# BioA inh: inhibitors of Mycobacterium tuberculosis BioA enzyme | purified M. tuberculosis BioA enzyme, plate reader | inhibition, % at 9.99 µM | 0.096% of 360,000 active; in the data active = inhibition above about 40%; inconclusive = no clear call, values can overlap the other calls
# BH1578 lux ind: induces V. cholerae light production without autoinducers; 0.16% of 350,000 active; V. cholerae BH1578 lux reporter, luminescence, 6 h; activation, % at 18.7 µM; AID 588436; in the data active = activation mostly above about 9.7%, no sharp cut-off; inconclusive = no clear call, values can overlap the other calls; inactive = mostly below about 3.7%; also: not every result past the cut was called active; inactives centre near 0; reference of the scale not given here
# TcdB GH inh: TcdB glycohydrolase inhibition. 0.24% of 350,000 active. P18177. TcdB glycohydrolase enzymatic assay, plate reader. inhibition, % at 9.99 µM; in the data active = inhibition above about 10%
# GDH-TPI inh: GDH-TPI coupled enzyme inhibition counter-screen | inhibition, % at 4.8 µM | 1.2% of 360,000 active | GDH-TPI coupled enzyme counterscreen, NADH absorbance; in the data active = inhibition above about 30%;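 also: 0% = DMSO wells and 100% = wells lacking the enzyme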
# FBA Mtb inh: Mtb fructose-bisphosphate aldolase inhibition; 2.3% of 360,000 active; inhibition, % at 1 µM; purified M. tuberculosis FBA, fluorescence read-out; P9WQA3; in the data active = inhibition above about 27%;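 also: 0% = vehicle and 100% = reference inhibitor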
# UGM FP inh: inhibitors of M. tuberculosis UDP-galactopyranose mutase; P9WIQ1; purified UGM, fluorescence polarization probe displacement; inhibition, % at 10 µM; 0.06% of 320,000 active; AID 504406; in the data active = inhibition above about 10%, passing the limit was not always enough; inconclusive = no clear call, values can overlap the other calls
# FadD28 FP inh: blocks FadD28 binding to the bisubstrate probe; fluorescence polarization; inhibition, % at 12.5 µM; 0.22% of 360,000 active; in the data active = inhibition above about 8.5%, passing the limit was not always enough; inconclusive = no clear call, values can overlap the other calls
# Yp Topo-I inh: Y. pestis Topo-I inhibition via cleavage products; 0.064% of 360,000 active; Y. pestis Topo-I cleavage product accumulation, plate reader; activity, % at 10 µM; in the data active = activity above about 50%, passing the limit was not always enough; inconclusive = no clear call, values can overlap the other calls; also: inactives centre near 2
# PfHsp40 rescue: compounds rescuing yeast from Plasmodium falciparum HSP40 toxicity; S. cerevisiae expressing PfHsp40, growth rescue, ATP luminescence; growth rescue, % at 12.5 µM; 0.68% of 340,000 active; AID 504582; in the data active = growth rescue above about 28%, passing the limit was not always enough; inconclusive = no clear call, values can overlap the other calls;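 also: yeast W303a lacking pdr1 and pdr3 grown in galactose medium; growth measured after three days at 30 °C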
# Active calls of the source: *; i = inactive; u = inconclusive; x = no result given; & = joins results of further samples.
SMILES,BioA inh,BH1578 lux ind,TcdB GH inh,GDH-TPI inh,FBA Mtb inh,UGM FP inh,FadD28 FP inh,Yp Topo-I inh,PfHsp40 rescue
CC1(C(=O)NCCCN2CCCC2=O)CCN1CCc1ccccc1 (stereo unspecified),-0.4,i,1.6,11,-2,x,-0.3,-2,x
O=C(c1ccc(Cl)c(S(=O)(=O)N2CCCCCC2)c1)N1CCN(CCO)CC1,3.7,i,x,-2,-4,-0.3,-0.7,0,0.4
C[C@@H]1Cc2c(O)c(O)cc(O)c2C(=O)O1,-0.4,-0.5,x,8,2,-1.1,-1.1,3,-0.1
CSc1ncccc1C(=O)OCC(=O)NCCC1=CCCCC1,-2.7,-0.2,1.0,10,2,2.8,0.8,8,-0.4
COCC(CN1CCN(C2=NS(=O)(=O)c3ccccc32)CC1)OC(=O)c1ccc(OC)cc1 (stereo unspecified),3.8,-5.6,1.0,4,-1,-4.8,-4.9,25,-1.0
COCCN1Cc2c(sc(C)c2C)N(C(=O)c2ccccc2)C1,0.4,i,x,9,-2,1.0,-1.2,-7,-1.7
COc1ccc(/C=N/N=C/c2ccc(OC)cc2)cc1,0.3,0.9,1.2,10,-3,-0.6,-2.0,-6,0.5
CCN(CC)S(=O)(=O)c1cccc(-c2n[nH]c(=S)n2C(C)COC)c1 (stereo unspecified),x,i,2.2,-4,-3,3.5,-0.8,1,-1.7
CCOc1ccc(N2CCc3c(C)nc(SC)nc32)cc1,1.0,i,0.5,-6,3,-2.0,-4.6,4,0.0
CCOc1nc(NCc2ccco2)nc(Nc2ccc(OC)cc2)n1,1.3,x,x,-1,-1,1.5,-1.1,-2,0.4
COc1ccc(/C=C/C2=NC(=C\N(C)C)/C(=O)O2)cc1,-0.2,-18,x,20,4,0.9,-3.1,-2,1.2
COC(=O)c1cc(=O)n(-c2ccc(C(F)(F)F)cc2)[nH]1,-2.5,-0.6,-0.3,-2,2,0.4,2.6,-3,190*
Cc1cccc(C(=O)OCC(=O)N(C)CC(=O)Nc2ccc(Cl)c(C(F)(F)F)c2)c1,x,i,0.2,2,-3,1.4,-3.4,6,2.0
O=C(C1CC1)N(CCN(C(=O)C1CC1)c1ccccc1)c1ccccc1,1.0,x,x,7,5,0.4,-0.5,5,0.1
Cc1occc1-c1nnc(SCC(=O)c2ccc(F)cc2)n1Cc1ccco1,-1.0,x,x,-3,1,1.5,-3.4,36,-0.2
COc1ccc(-c2c(C)nc3c(-c4ccc(F)cc4)cnn3c2N)cc1,-5.4,2.9,0.2,-4,2,-0.8,-1.4,-6,0.9
CCCCC/S(CC1CC1(Cl)Cl)=N\S(=O)(=O)c1ccc(C)cc1 (stereo unspecified),x,-0.3,0.9,-4,2,2.1,1.1,9,-1.3
COc1ccc(CCCc2n[nH]c(=S)o2)cc1,0.4,-0.3,0.8,1,0,2.0,-1.0,13,0.3
C=CCNC(=O)C12CC3CC(C1)CC(C(=O)NCC=C)(C3)C2,-0.7,-0.2,x,5,4,-2.5,0.9,1,-1.7
CCc1ccccc1N(CC(=O)N1CCc2ccccc2C1)S(C)(=O)=O,-1.4,i,0.4,1,0,2.2,-3.5,16,-1.2
COc1c(C)cc(C(=O)C2CCCN(C(=O)c3cccc(-n4cccn4)c3)C2)cc1C (stereo unspecified),4.0,-0.3,x,13,2,0.1,-5.9,23,2.1
Cc1ccc2nc(-c3ccccc3)cc(C(=O)N3CCc4ccccc4C3)c2c1,-3.5,-0.6,1.0,-5,-3,0.0,-3.9,-8,-0.4
COCCNC(=O)C1(C)CCN(C(=O)c2sc(-c3ccccc3)nc2C)C1 (stereo unspecified),1.3,i,-6.3,-2,-4,x,-3.7,1,x
Cc1ccccc1NC(=S)Nc1ccccn1,-0.1,-0.4,7.7,7,5,-0.9,-3.6,-2,1.1
CC(C)C[C@H]1CNC(=O)C(=O)N1CC1CCN(CCC(C)(C)C)CC1,-4.1,i,0.3,16,6,x,-1.7,-5,-1.1
COc1ccc(S(=O)(=O)CCC(=O)N2CC(=O)N(CCc3ccccc3)C(=O)C2)cc1,2.8,-0.5,x,-1,-5,-0.4,-3.2,-2,-1.1
COCC(=O)n1cc(C(=O)OC)c2ccccc21,1.2,6.7,x,1,3,-1.2,-3.8,4,1.0
Cc1ccccc1NC(=O)CSc1ccncc1,0.9,-2.3,0.0,-1,-6,0.9,-3.6,-3,-1.9
CCOC(=O)C1CCN(C(=O)CN(c2ccc3c(c2)OCO3)S(C)(=O)=O)CC1,-2.6,i,x,3,1,-2.3,-1.3,-2,-0.7
CCOc1cc(C)c(Cl)cc1S(=O)(=O)NCc1ccc2c(c1)OCO2,-0.1,6.1,x,-9,10,-0.6,-3.3,17,1.9
CCCCCC(=O)N1C[C@@H](O)[C@H](n2cc(COC(=O)c3ccccc3)nn2)C[C@@H]1c1ccccc1,x,-0.3,-0.9,5,-5,x,-5.4,23,x
O=C(C=Cc1ccc2c(c1)OCO2)OCC=Cc1ccc2c(c1)OCO2,-2.1,3.3,0.4,5,8,x,-4.2,16,-1.3
COc1ccc(-c2[nH]nc3c2C(c2ccccc2OC(=O)N2CCOCC2)C(C#N)=C(N)O3)cc1 (stereo unspecified),1.3,-0.2,x,-7,0,-3.2,-6.4,8,-0.8
COc1ccc(C(=O)Nc2cccc(-c3nnc(-c4ccco4)o3)c2)cc1,22,0.3,x,-2,-1,-1.3,2.2,2,-0.8
COCCNC(=O)c1ccc(C2SCC(=O)N2Cc2ccco2)cc1 (stereo unspecified),x,i,0.2,5,3,0.0,-0.7,-3,-1.5
CCCNC(=O)c1nc(C)n(-c2ccc([N+](=O)[O-])cc2)n1,x,-0.4,0.7,1,0,-1.1,-0.2,7,0.5
Cn1c(=O)n(C)c2cc(S(=O)(=O)O)ccc21,x,-3.4,x,0,0,-1.5,0.8,-4,-0.9
CCCCCCSc1ccc([C@H]2N[C@@](C)(C(=O)OC)[C@H]3C(=O)N(C)C(=O)[C@@H]23)cc1,-2.3,i,1.5&0.9,-6,1,2.0,-3.5,7,39*
Cc1cc(C)n(CC(=O)Nc2ccc([N+](=O)[O-])cc2)n1,x,-0.1,1.7,8,7,-0.7,-2.3,4,-1.4
CCCCCC(=O)Nc1cccc(C2=NOC3(C2)C[C@H](C(N)=O)N(C(=O)CCCCC)C3)c1 (stereo partly specified),0.7,-0.3,0.8,-5,-1,2.0,-5.6,18,-0.1
CCOc1ccc(NS(=O)(=O)c2ccc(C(=O)N3CCCC3)cc2)cc1,x,-0.7,0.6,6,3,-0.6,-0.9,28,0.5
COc1cc2c(cc1NC(=O)COC(=O)[C@@H](NS(=O)(=O)c1cccc(Cl)c1)C(C)C)oc1ccccc12,x,-0.5,x,23,2,-0.8,0.6,-7,-0.5
COc1ccc(CCNC(=O)CSc2nc3[nH]ncc3c(=O)n2-c2ccccc2Br)cc1OC,x,1.9,2.1,-7,2,-0.3,-1.6,6,-0.3
O=C(NCCc1ccc(Cl)cc1)C1CCC(CNc2c(N3CCCCC3)c(=O)c2=O)CC1 (stereo unspecified),-0.4,-0.2,-1.6,-5,0,0.7,-2.7,20,0.0
O=S(=O)(c1ccc(Cl)cc1)N1CCN(C(=S)Nc2ccccc2F)CC1,1.0,-2.4,2.5,0,-1,2.8,-3.3,-9,0.0
CCCCn1c(N)c(N(CCOC)C(=O)c2ccc3c(c2)C(=O)N(c2cc(C)ccc2C)C3=O)c(=O)[nH]c1=O,-0.2,0.7,-0.9,-3,-2,-1.0,-1.6,2,0.3
COc1cc2c(cc1OC)CC1(CCCCC1)N=C2,0.6,i,1.5,15,45*,-2.3,0.0,9,-0.1
Cc1ccc2sc(N(CCCN(C)C)C(=O)c3ccc(S(=O)(=O)N(C)C4CCCCC4)cc3)nc2c1C,-10,-5.6,1.1,1,5,0.8,-3.8,3,-0.4
Cc1ccc2nc(SCC(=O)Nc3ccc4c(c3)OCO4)nc(=O)n2c1,x,-0.7,1.6,-4,-2,-1.1,-1.3,3,0.1
Cn1c2c(c(=O)n(C)c1=O)C(c1ccc(Br)cc1)Nc1ccccc1O2 (stereo unspecified),1.6,-1.0,x,6,1,0.0,-0.3,13,-0.6
COc1ccccc1NC(=O)C1=C(C)Nc2nnnn2C1c1cc(Br)ccc1OC (stereo unspecified),-2.0,i,x,11,0,-0.6,0.0,-12,1.5
Cc1ccc(C)c2[nH]c(=O)c(CCNC(=O)C(C)(C)C)cc12,0.8,-0.4,0.6,7,11,0.9,1.9,-4,-0.9
CC(OC(=O)c1ccc2c(c1)OCO2)C(=O)NC1CCCCC1C (stereo unspecified),-2.1,-14,-0.5,3,0,x,-0.8,6,0.1
CCc1ccc(C2=NN(CCC(=O)NC3CCCCCC3)C(=O)CC2)cc1,0.2,-0.3,0.1,4,-3,4.1,-2.3,22,1.1
CC1CC2=C(NC(=S)NC2c2ccc(F)cc2)/C(=C/c2ccc(F)cc2)C1 (stereo unspecified),0.4,-0.2,x,13,2,0.0,-1.7,11,2.3
COc1ccc2c(c1)C(=O)CCC2c1ccccc1 (stereo unspecified),1.4,i,0.1,3,2,0.8,-0.6,6,u
CCOc1ccccc1NC1=C(OC)C(=O)C(Nc2ccccc2OCC)=C(OC)C1=O,x,i,-0.2,-3,0,x,-0.3,-9,-0.9
COC(=O)N(C)C[C@@H]1OCc2cnnn2CCCC(=O)N([C@H](C)CO)C[C@@H]1C,-0.1&1.2,-0.5,0.7&-0.8&0.0,8,-4,x,-2.2,6,x
CCCCC1(CN2CCCC2=O)C(=O)NC(=O)NC1=O,0.3,i,x,-12,0,-0.7,-2.4,-6,-0.1
O=C1CC(N2CCN(Cc3ccccc3)CC2)C(=O)N1c1ccccc1 (stereo unspecified),-0.9,-7.1,x,-6,2,0.2,-2.2,-10,0.3

# No new results follow: an excerpt of the list.
SMILES,BioA inh,BH1578 lux ind,TcdB GH inh,GDH-TPI inh,FBA Mtb inh,UGM FP inh,FadD28 FP inh,Yp Topo-I inh,PfHsp40 rescue
COc1ccc2c(c1)C(=O)CCC2c1ccccc1 (stereo unspecified),1.4,i,0.1,3,2,0.8,-0.6,6,u
CCOc1ccccc1NC1=C(OC)C(=O)C(Nc2ccccc2OCC)=C(OC)C1=O,x,i,-0.2,-3,0,x,-0.3,-9,-0.9
COC(=O)N(C)C[C@@H]1OCc2cnnn2CCCC(=O)N([C@H](C)CO)C[C@@H]1C,-0.1&1.2,-0.5,0.7&-0.8&0.0,8,-4,x,-2.2,6,x
CCCCC1(CN2CCCC2=O)C(=O)NC(=O)NC1=O,0.3,i,x,-12,0,-0.7,-2.4,-6,-0.1
O=C1CC(N2CCN(Cc3ccccc3)CC2)C(=O)N1c1ccccc1 (stereo unspecified),-0.9,-7.1,x,-6,2,0.2,-2.2,-10,0.3

# (continued)
SMILES,BioA inh,BH1578 lux ind,TcdB GH inh,GDH-TPI inh,FBA Mtb inh,UGM FP inh,FadD28 FP inh,Yp Topo-I inh,PfHsp40 rescue
O=C(Cn1c(=O)oc2ccccc21)Nc1ccc2c(c1)OCCO2,-2.3,-0.6,x,0,0,3.9,-1.7,-2,-1.8
COc1ccc(-c2csc(NC(C)c3nc4cc(Cl)c(Cl)cc4n3CCCO)n2)cc1 (stereo unspecified),-5.9,i,0.3,8,3,-0.4,-1.9,-5,0.8
CCO[C@H]1OC(C(=O)O)=C[C@@H](c2ccc(C(F)(F)F)cc2)[C@@H]1CCCO,-5.7&-1.3,-0.3,0.9&0.5,-9,0,2.6,-3.0,11,-0.7
CC(C)C(=O)Nc1c(-c2cccs2)c(=O)c2ccccc2n1C,-0.8,i,x,18,1,x,-2.8,-10,0.0
O=C(c1ccccc1)c1ccccc1C(=O)N1CCN(Cc2ccccc2F)CC1,2.6,i,-0.2,-7,0,x,-2.8,9,-1.6
NNC(=O)c1cc2ccccc2cc1O,x,0.7,x,15,2,1.5,-3.6,-7,18
O=C(Nc1ccc(S(=O)(=O)N2CCCCCC2)cc1)C1CCCO1 (stereo unspecified),-0.2,i,x,9,8,-2.9,0.0,7,0.9
COc1ccc(C(=O)N2CCCCCCC2)cc1OC1CCN(C(C)C)CC1,-0.2,-0.3,-1.0,-1,2,-6.6,-0.6,-3,-1.9
Cc1nn(Cc2c(Cl)cccc2Cl)c(C)c1NC(=O)c1sc2ccccc2c1Cl,-2.7,i,x,4,-7,-2.8,1.4,-2,-0.8
